Assay outcomes deposited in PubChem BioAssay by The Scripps Research Institute Molecular Screening Center.
ARFGAP1 inhibitor = rat ARFGAP1 inhibition; Arfgap1-stimulated ARF1 GTP hydrolysis, GDP FP detection; 360,000 compounds, 0.26% hits; inhibition, % at 16.5 µM; AID 651572; Q62848;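 active = inhibition above a per-plate limit, mean inhibition of low control wells plus 3 SD, cut at about 25% in these data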;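 also: 0% = DMSO wells with enzyme and 100% = wells lacking Arfgap1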
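Repeats: one replicate per compound; assay system: rat Arfgap1 catalytic domain, aa 1-136; times: enzyme reaction 120 min at 25 °C after 20 min preincubation; detection: FP of antibody-bound GDP Alexa 633 tracer, ex 620/em 688 nm; benchmarks: high control wells lacking Arfgap1, low control full reaction with DMSO; reagent: human ARF1(Δ1-17)-GTP substrate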
ASAP1 GAP inh = inhibitors of human ASAP1 ArfGAP activity; 360,000 compounds, 0.19% hits; ASAP1-stimulated ARF1 GTP hydrolysis, GDP FP detection; inhibition, % at 16.5 µM; AID 624377; Q9ULH1; in the data active = inhibition above about 25%;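 also: 0% = vehicle with enzyme and substrate and 100% = no enzyme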
ADAM17 inh = inhibits human ADAM17; P78536; recombinant ADAM17, EDANS/DABCYL FRET peptide cleavage; inhibition, % at 6.95 µM; 370,000 compounds, 0.83% hits; AID 720648;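 active = inhibition above the mean of compounds lying between control limits plus 3 SD, set per campaign, cut at about 8.5% in these data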;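 also: 0% = DMSO-only wells as the low control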
PLCg1 inh = blocks human PLC-gamma1 enzyme activity; purified PLC-gamma1, fluorogenic substrate, fluorescence; 370,000 compounds, 0.84% hits; AID 720700; inhibition, % at 12.2 µM; in the data active = inhibition above about 9.5%
Tn7 DDE FP = disrupts Tn7 cyclic peptide binding to fibrin D-Dimer-E complex. P02675. FP displacement of FITC-Tn7 peptide from fibrin DD(E); 0% = median of compound wells per plate. inhibition, % at 8.3 µM. 370,000 compounds, 0.13% hits;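 active = inhibition above the mean of compounds falling within the control limits plus 3 SD of them, cut at about 14% in these data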;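 also: 0% = plate median of compound wells and 100% = 10 µM Aha-Tn7 peptide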
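Also added: labelled Tn7 tracer, 0.1 µM; Assay system: human fibrin DD(E) protein; Amount: 2 µM fibrin DD(E); Schedule: 10 min compound pre-incubation, 3 h probe incubation at room temperature; Repeats: one replicate per compound; Read-out basis: percent inhibition; Measured by: fluorescence polarization of the labelled Tn7 tracer.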
TDP2 absorb = blocks human TDP2 phosphodiesterase activity; recombinant TDP2, T5PNP hydrolysis, p-nitrophenol absorbance 415 nm; 370,000 compounds, 0.34% hits; inhibition, % at 12.8 µM; AID 720702; O95551;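 active = inhibition above the mean of all tested compounds plus 3 SD, set per campaign, cut at about 25% in these data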;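 also: 0% = DMSO with enzyme and 100% = buffer with substrate but no TDP2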
Target sequence (O95551 whole entry, looked up): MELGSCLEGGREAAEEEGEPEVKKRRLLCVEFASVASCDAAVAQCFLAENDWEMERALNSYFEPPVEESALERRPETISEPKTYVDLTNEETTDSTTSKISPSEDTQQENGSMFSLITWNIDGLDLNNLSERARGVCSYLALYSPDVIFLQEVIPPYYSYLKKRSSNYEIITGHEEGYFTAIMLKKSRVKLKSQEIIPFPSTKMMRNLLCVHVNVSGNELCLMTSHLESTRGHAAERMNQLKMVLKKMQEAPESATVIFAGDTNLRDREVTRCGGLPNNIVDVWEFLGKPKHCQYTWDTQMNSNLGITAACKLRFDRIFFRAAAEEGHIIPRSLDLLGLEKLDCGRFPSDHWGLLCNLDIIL
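Assay system: Recombinant human TDP2 | Quantity: 120 nM TDP2 per well | Incubation: 2 h at 37 °C | Signal: Epi absorbance | Evaluation: Percent inhibition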
SIAE primary = inhibitors of human sialic acid acetylesterase SIAE | SIAE FP-Rh probe binding, fluorescence polarization | Q9HAT2 | AID 1053197 | inhibition, % at 9.66 µM | 370,000 compounds, 0.69% hits;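 active = inhibition above a cutoff: mean of compounds within the control limits plus 3 SD of those, cut at about 17% in these data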;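 also: 0% = plate median of compound wells and 100% = probe without SIAE protein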
PLC-beta3 inh = inhibitors of human phospholipase C beta3 | Q01970 | Purified PLC-beta3, fluorogenic substrate, fluorescence | 370,000 compounds, 0.18% hits | inhibition, % at 12.2 µM; in the data active = inhibition above about 11%;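 also: 0% = median of compound wells on plate and 100% = full blocker control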
ADAM10 inh = inhibits human ADAM10. O14672. recombinant ADAM10, EDANS/DABCYL FRET peptide cleavage, 3 h. inhibition, % at 7 µM. 370,000 compounds, 0.62% hits. AID 720582;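 active = inhibition above a per-campaign cutoff equal to the mean of compounds falling between control-based bounds plus 3 SD, cut at about 20% in these data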;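 also: 0% = DMSO wells while the 100% control is not disclosed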
Target sequence (O14672 214-748 limits assumed): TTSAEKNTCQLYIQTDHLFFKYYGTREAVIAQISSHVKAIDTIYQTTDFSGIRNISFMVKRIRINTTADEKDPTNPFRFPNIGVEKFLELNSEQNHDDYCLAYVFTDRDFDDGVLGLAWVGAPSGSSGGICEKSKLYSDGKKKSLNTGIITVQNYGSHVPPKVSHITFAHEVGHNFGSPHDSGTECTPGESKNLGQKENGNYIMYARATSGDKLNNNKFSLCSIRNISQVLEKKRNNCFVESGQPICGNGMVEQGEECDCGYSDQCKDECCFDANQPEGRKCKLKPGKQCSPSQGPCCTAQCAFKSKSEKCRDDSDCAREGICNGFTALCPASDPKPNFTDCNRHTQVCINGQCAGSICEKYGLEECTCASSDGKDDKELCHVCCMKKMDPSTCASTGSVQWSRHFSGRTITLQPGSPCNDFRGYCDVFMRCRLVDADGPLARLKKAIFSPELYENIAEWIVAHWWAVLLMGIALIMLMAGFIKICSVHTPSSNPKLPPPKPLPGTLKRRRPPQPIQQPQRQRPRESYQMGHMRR
Tn6 DDE FP = inhibitors of Tn6 peptide binding to human fibrin DD(E). P02675. Fibrin DD(E) TRITC-Tn6 fluorescence polarization displacement. inhibition, % at 8.3 µM. 370,000 compounds, 0.21% hits. AID 720509;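 active = inhibition above a per-campaign cutoff: mean of compounds within control limits plus 3 SD, cut at about 15% in these data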;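 also: 0% = median of all compound wells on the plate and 100% = blocking peptide control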
The depositor's hits bear a star; i = inactive; / = no result given; & = joins results of further samples.

Values run as follows: ARFGAP1 inhibitor	ASAP1 GAP inh	ADAM17 inh	PLCg1 inh	Tn7 DDE FP	TDP2 absorb	SIAE primary	PLC-beta3 inh	ADAM10 inh	Tn6 DDE FP
- Cc1nc(-c2ccccc2)sc1-c1ccnn1C
→ -2	-12	-320	-203	3	-11	4	-254	i	6
- Cn1cc(C(=O)N2CCN(c3ccccc3)CC2)c(=O)c2cc(S(=O)(=O)N3CCCC3)ccc21
→ 2	1	-3	-3	5	16	0	-3	6	-2
- CC(C)C(C(=O)NCc1ccco1)N(CC1CCCO1)C(=O)CNS(=O)(=O)c1ccccc1 (configuration not stated)
→ 4	13	2	3	0	4	-4	5	-6	-3
- COC(=O)c1ccc(OC)c(CN2CCCN(Cc3cc(C)ccc3C)S2(=O)=O)c1
→ -1	-6	-1	2	1	6	5	-1	-4	1
- CCOc1ncccc1C(=O)OCC(=O)NCCc1ccc(OC)cc1
→ 4	4	-4	1	-4	0	6	1	4	-3
- CC(=O)Nc1nnc(SCC(=O)NCc2ccc3c(c2)OCO3)s1
→ 4	10	1	4	-4	-9	1	-2	-3	-5
- CCOC(=O)c1c(C)nc(-c2ccccc2)nc1N
→ -9	-4	-6	-2	0	13	4	0	-2	5
- Clc1cccc(N2CCN(c3ncnc4nc[nH]c34)CC2)c1
→ 0	9	-6	-1	2	5	2	-6	1	-4
- COCCN1C(=O)CN(S(C)(=O)=O)CC1(C)C(=O)NCc1ccccc1 (configuration not stated)
→ -6	6	-4	-1	4	8	-5	-1	-9	-8
- O=C(NCCc1c[nH]c2ccccc12)/C(=C\c1cccnc1)NC(=O)c1ccccc1Br
→ -3	-18	1	2	5	-11	5	-5	-4	4
- COc1cccc(-n2c(SCC(=O)NC3CCCC3)nnc2-c2ccco2)c1
→ 4	4	-1	1	1	4	0	2	-2	2
- O=C(NCCC1=CCCCC1)C1CCN(S(=O)(=O)c2ccccc2)CC1
→ 6	0	-4	2	4	-2	3	1	-7	-1
- Cc1ccc(N2CCN(C(=S)Nc3ccccc3C)CC2)cc1
→ 6	-5	-1	-2	6	-1	3	-3	-4	4
- COc1ccc(C(=O)OCC(=O)NCc2ccco2)cc1OC
→ -10	-4	-3	2	-8	7	4	-1	-3	-5
- CCO[C@@H]1OC(C(=O)NCc2nc3ccccc3[nH]2)=C[C@H](c2ccc(C(F)(F)F)cc2)[C@H]1CCCO
→ 14	3	1	2	5	-8	2	-4	2	4
- c1ccc(NCCC2OCC3(CO2)COC(CCNc2ccccc2)OC3)cc1 (configuration not stated)
→ 6	-6	-4	0	-5	5	7	-12	-11	-9
- Cc1cc(-c2csc(N)n2)c(C)n1Cc1ccco1
→ -1	11	-2	-10	3	12	10	-15	0	-2
- O=C(COc1nncc2ccccc12)Nc1ccc(Br)cc1F
→ 1	-2	-3	2	5	8	0	-3	-1	1
- COc1cc(CCNC2=CC(=O)c3ncccc3C2=O)ccc1O
→ -2	10	-1	3	-3	29*	9	5	-4	-3
- Cc1ccc(C2=[N+]([O-])C(C)(C)N(O)C2(C)C)cc1
→ -11	14	-7	2	5	0	5	2	-4	-1
- CC(NC(=O)C12CC3CC(CC(O)(C3)C1)C2)c1ccc(Cl)cc1Cl (configuration not stated)
→ 4	2	4	9	-5	-4	-5	-6	13	-5
- Cc1nn(Cc2ccccc2)c(Cl)c1C(=O)OCc1nnc(-c2ccccc2)o1
→ 1	-10	2	-2	3	-13	-1	-2	7	1
- CCCN(CCC)CCNC(=O)C1(O)c2ccccc2NC(=O)N1c1cccc(OC)c1 (configuration not stated)
→ 21	-5	-4	2	-6	7	-4	-5	3	-1
- Oc1[nH]c2ccccc2c1N=Nc1c(F)c(F)c(F)c(F)c1F
→ -12	-11	-4	-25	2	4	2	-33	-7	2
- C[C@H](NC(=O)[C@@H]1Cc2ccccc2CN1)C(=O)NC1CCCCC1
→ 0	5	1	2	2	-10	3	-11	-8	-2
- O=C(O)CNC(=O)/C=C/c1c(Cl)cccc1Cl
→ 21	5	-4	-2	1	6	4	-2	-2	-1
- CCn1c2ccccc2c2cc(NC(=O)CSc3nnnn3-c3ccccc3)ccc21
→ -4	-5	-4	-2	-1	-2	8	-3	-5	2
- COc1ccccc1NC(=O)N1CCCC1C(=O)NCc1cccs1 (configuration not stated)
→ 12	-1	1	3	-4	-2	3	-5	-2	4
- CCCCOC(=O)c1ccc(OC(=O)N2CCOCC2)cc1
→ -10	16	-4	2	6	2	3	0	-2	0
- C[C@@H]1COC(=O)[C@H](CC(=O)OC(C)(C)C)C/C=C\C[C@@H](CC(=O)N(CCO)Cc2ccccc2)C(=O)N1
→ 6	1	3	3	-9	-12	-2	4	1	3
- CCS(=O)(=O)c1nc(S(=O)(=O)c2ccc(Cl)cc2)c(N2CCC3(CC2)OCCO3)s1
→ -5	-15	4	3	8	3	1	-5	6	3
- CCOC(=O)C1CCCN(c2nc3ccccc3nc2C(C#N)C(=O)OCC)C1 (configuration not stated)
→ 5	-9	-2	-7	-4	4	-6	-12	-18	2
- COc1ccc(C(=O)N(Cc2ccccc2)c2cccc(C)c2)c(OC)c1OC
→ -4	0	-1	0	1	-6	-7	-10	-1	2
- Cc1ccc(CSc2ccc3nnc(-c4ccccn4)n3n2)cc1
→ 2	15	2	3	-8	-18	-5	-6	7	5
- O=C(c1cc(-c2ccc(Cl)c(Cl)c2)on1)N1CCCCC1
→ -5	0	-1	2	-4	5	6	3	1	3
- O=C(CN(CC1CCCO1)C(=O)CNS(=O)(=O)c1ccccc1)NCc1ccccc1 (configuration not stated)
→ 4	7	-3	2	-3	-3	5	7	3	1
- O=C1NC[C@@H](c2ccccc2)OC(=O)[C@H](Cc2ccc(F)cc2)C/C=C\C[C@H]1CC(=O)N(CCO)Cc1ccccc1
→ 6	5	4	0	-6	-9	-2	6	10	0
- O=C(CNC1C(=O)Nc2ccccc21)Sc1ccccc1 (configuration not stated)
→ 4	-2	-3	-1	4	-2	-4	2	-5	2
- Cc1c(NC(=O)CC(C)C)c(=O)n(-c2ccccc2)n1C
→ 4	-5	0	-1	1	1	-4	0	-5	0
- Cc1nc(S/C(=C\c2ccc(-c3ccc(C(=O)O)c(Cl)c3)o2)C(=O)O)n[nH]1
→ -15	-8	1	-19	-6	15	4	-59	-1	-6
- COc1ccc(NC2CCCN(C(=O)CCOc3ccccc3)C2)cc1 (configuration not stated)
→ 0	0	1	-2	-5	7	4	-5	4	0
- CCN(CC)S(=O)(=O)c1ccc(C(=O)Nc2nnc(-c3ccco3)o2)cc1
→ 2	6	3	0	7	-2	-6	-1	3	-5
- Cn1c2ccccc2c(=O)c2c(=O)n(-c3ccccc3)c(C3CCCCC3)nc21
→ -10	11	3	2	3	-7	-7	2	0	10
- COc1ccc(S(=O)(=O)N2CCCCCC2)cc1C(=O)NCCc1ccccc1
→ 10	-9	1	1	3	-1	-5	-2	-4	-10
- CCOC(=O)COc1cc(Br)c(C2NC(=O)NC(C)=C2C(C)=O)cc1OCC (configuration not stated)
→ -2	-2	-2	1	-2	2	-3	-3	0	0
- Clc1ccccc1Oc1cnc2ccccc2n1
→ -3	-6	-2	2	0	3	-1	2	1	5
- COc1ccc(NC(=O)c2ccc(CNc3c(NC4CCCCC4)c(=O)c3=O)cc2)c(OC)c1
→ 4&9	-18&9	-2&-1	-1&0	0&-8	3&6	2&0	-7&5	-16&0	4&4
- Cc1cccc(Nc2nc(-c3ccncc3)cs2)c1
→ 3	0	-1	-5	4	-2	4	-11	-5	-7
- CC(=O)N(CC(=O)N(CC(=O)O)c1ccc(Cl)cc1)c1ccc(Cl)cc1
→ 8	-3	0	-1	-8	-2	2	-1	-5	1
- Cc1ccc(S(=O)(=O)CCC(=O)OCC(=O)N2CCc3ccccc32)cc1
→ 1	-15	0	2	-5	4	7	-4	-8	3
- O=C(NCC1(c2ccccc2)CCCC1)c1ccccc1Br
→ -2	2	2	-1	-2	-7	3	-2	-4	0
- Cc1cc(COc2ccccc2OCCN2CCN(C)CC2)no1
→ -15	-5	-1	-1	3	-1	10	2	-7	1
- CCCOc1ccc(Cc2c(O)nc(SC)[nH]c2=O)cc1
→ 1	10	-3	-1	-10	5	2	-5	-4	1
- Cc1cc(C)cc(NC(=O)N2CCC(N(C)CCC(C)C)CC2)c1
→ /	/	3	3	-10	0	-2	6	3	-3
- COCCNS(=O)(=O)c1cc(C)c(C)cc1C
→ 10	-6	-3	2	0	3	-1	1	-1	-4

Structures from the list above with a COOH group, in the order listed:
Values run as follows: ARFGAP1 inhibitor	ASAP1 GAP inh	ADAM17 inh	PLCg1 inh	Tn7 DDE FP	TDP2 absorb	SIAE primary	PLC-beta3 inh	ADAM10 inh	Tn6 DDE FP
- O=C(O)CNC(=O)/C=C/c1c(Cl)cccc1Cl
→ 21	5	-4	-2	1	6	4	-2	-2	-1
- Cc1nc(S/C(=C\c2ccc(-c3ccc(C(=O)O)c(Cl)c3)o2)C(=O)O)n[nH]1
→ -15	-8	1	-19	-6	15	4	-59	-1	-6
- CC(=O)N(CC(=O)N(CC(=O)O)c1ccc(Cl)cc1)c1ccc(Cl)cc1
→ 8	-3	0	-1	-8	-2	2	-1	-5	1
